Anesthetic bind: candidate novel general anesthetic via apoferritin binding; Potency, µM (top dose mostly 77.5 µM), for the others: at the highest dose activity change, negative = displacement, actives largely listed as inhibitors; actives 0.074% (n = 350,000); P02791; apoferritin/1-aminoanthracene competitive binding, fluorescence; note: potency is the fitted concentration of half-maximal effect; % is set by controls: 0 for no effect and ±100 for the full control effect; nearly all actives have a fitted effect of over 20% in size
Target sequence (P02791 2-175 limits assumed): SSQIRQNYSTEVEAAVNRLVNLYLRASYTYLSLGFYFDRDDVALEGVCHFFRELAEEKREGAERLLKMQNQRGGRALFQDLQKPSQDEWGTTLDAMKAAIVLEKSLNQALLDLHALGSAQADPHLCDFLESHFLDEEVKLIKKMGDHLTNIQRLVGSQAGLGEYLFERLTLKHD
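Apoferritin-based anesthetic binding model; compound displacement of fluorescent 1-AMA measured as endpoint fluorescence after 10 minutes at room temperature, scaled to free-ligand and complex controls.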
POLH inh: DNA polymerase eta (human) inhibition. actives 1.2% (n = 390,000). Potency, µM (highest dose often 114 µM), inactives show top-dose activity change, negative = inhibition, most hits filed as inhibitors. Q9Y253. recombinant Pol eta, fluorescent DNA replication assay; note: potency is the fitted concentration of half-maximal effect; % is set by controls: 0 for no effect and ±100 for the full control effect
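Pol eta (10 nM) was preincubated with compounds for 15 min at room temperature, after which fluorescent replication substrate (50 nM final) was added to start the reaction. Fluorescence was read kinetically at 0 and 10 min.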
GRP78 ERSR act: ER stress response induction in glioma; U87-MG GRP78 promoter luciferase reporter, 16 h; actives 0.02% (n = 420,000); Potency, µM, without a hit: top-dose activation, actives largely listed as activators; note: potency is the fitted concentration of half-maximal effect; series mostly up to about 76 µM; % of control where 0% means no effect; nearly all actives have a fitted effect of over 35% in size
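ERSR induction read as luciferase luminescence (Bright-Glo, 10 min at room temperature) in stably transfected human U87-MG glioma cells exposed to compounds for 16 h, using GRP78 as sensor.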
LDHA inh: blocks human lactate dehydrogenase A; purified LDHA, NADH/diaphorase-resazurin fluorescence; active compounds read low; activity change, % (values are at about 110 or 230 µM); actives 0.15% (n = 480,000); AID 1347041; in the data active = activity change below about -30%; inconclusive = mostly about -25% to -30%;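 note: plate controls were DMSO wells for no effect and wells without enzyme for full effect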
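Human LDH5 (2 nM) was incubated with 0.06 mM NADH and 0.2 mM pyruvate for 5 min at room temperature in Tris pH 7.4. Remaining NADH was coupled through diaphorase/resazurin, and resorufin fluorescence was read at 0 and 20 min.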
BLM helicase inh: inhibitors of human Bloom syndrome helicase BLM. P54132. recombinant BLM DNA unwinding, fluorescence dequenching. Potency, µM (titrated, usually from 56.1 µM), inactives show at the top dose activity change, negative = inhibition, hits mostly inhibitors. actives 0.2% (n = 350,000). AID 2528;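 note: potency is the fitted concentration of half-maximal effect; plate controls were vehicle for no effect and no enzyme for full effect; nearly all actives have a fitted effect of over 35% in size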
Pol kappa inh: inhibitors of human DNA polymerase kappa. purified Pol kappa, fluorescent DNA synthesis assay, 10 min. Q9UBT6. AID 588579. Potency, µM (titrated, usually from 107 µM), for the others: at the highest dose activity, negative = inhibition, actives largely listed as inhibitors. actives 0.53% (n = 400,000); note: potency is the fitted concentration of half-maximal effect; % is set by controls: 0 for no effect and ±100 for the full control effect
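Activity was followed as the change in fluorescence between reads at 0 and 10 min after starting the reaction with 50 nM substrate. Beforehand, 10 nM polymerase had been preincubated with compound for 15 min at room temperature.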
APE1 inh: blocks human APE1 abasic DNA cleavage. P27695. recombinant APE1, TAMRA/BHQ-2 abasic DNA cleavage fluorescence. AID 2517. Potency, µM (highest dose often 65.8 µM), inactives show at the highest dose activity change, negative = inhibition, actives largely listed as inhibitors. actives 0.35% (n = 350,000);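 note: potency is the fitted concentration of half-maximal effect; plate controls were vehicle for no effect and reference inhibitor for full effect; nearly all actives have a fitted effect of over 55% in size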
Target sequence (P27695 whole entry, looked up): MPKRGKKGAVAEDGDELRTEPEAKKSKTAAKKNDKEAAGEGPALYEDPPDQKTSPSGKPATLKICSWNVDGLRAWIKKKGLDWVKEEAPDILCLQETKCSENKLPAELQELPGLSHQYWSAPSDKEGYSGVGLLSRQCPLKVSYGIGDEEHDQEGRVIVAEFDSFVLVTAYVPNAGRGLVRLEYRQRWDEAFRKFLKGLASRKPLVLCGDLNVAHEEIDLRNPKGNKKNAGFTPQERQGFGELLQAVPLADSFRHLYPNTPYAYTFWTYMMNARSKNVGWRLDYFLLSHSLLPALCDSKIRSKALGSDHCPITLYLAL
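APE1 at 0.75 nM preincubated 15 min at room temperature with compound. Reaction then started with 50 nM double-stranded THF-abasic substrate labelled with TAMRA/BHQ-2, and 525/598 nm fluorescence read kinetically. Activity taken as third-minus-first read difference, normalized to DMSO and NSC13755 controls.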
POLB inh: DNA polymerase beta (human) inhibition | P06746 | Pol beta primer extension/strand displacement, fluorescence kinetic | Potency, µM (doses to about 114 µM), inactives show top-dose activity change, negative = inhibition, usual class: inhibitors | actives 1.3% (n = 340,000) | AID 485314; note: potency is the fitted concentration of half-maximal effect; % is set by controls: 0 for no effect and ±100 for the full control effect
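Human Pol beta at 10 nM; strand-displacement substrate 50 nM final. Compound exposure 15 min at room temperature before start, reaction 10 min at room temperature.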
POLI inh: blocks human DNA polymerase iota activity. Q9UNA4. Pol iota fluorescent replication assay, 10 min. Potency, µM (highest dose often 115 µM), inactives show at the highest dose activity, negative = inhibition, most hits filed as inhibitors. actives 1% (n = 390,000); note: potency is the fitted concentration of half-maximal effect
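Pol iota at 10 nM preincubated 15 min with compounds at room temperature; reaction started with fluorescent substrate, 50 nM final. Fluorescence read kinetically at 0 and 10 min; buffer-only wells as negative control.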
An asterisk follows results filed as active; ? = inconclusive; · = no result given; & = joins results of further samples; [ ] = dose if it differs, or a comment. Unless noted, calls come from the whole dose curve; as a rule, active = well fitted curve in the direction sought with a large enough effect; inconclusive = small, poorly fitted or top-dose-only effect, or another doubt; inactive = no such curve, though single readings can be large; an effect the other way counts as inactive or inconclusive. A portion of the library; rates above refer to the full screens.

smiles	Anesthetic bind	POLH inh	GRP78 ERSR act	LDHA inh	BLM helicase inh	Pol kappa inh	APE1 inh	POLB inh	POLI inh
O=C(CCCSc1ccc(Cl)cc1)Nc1ccccc1O	-9%	-11%	7%	-1	-8%	-5%	-23%	-20%	-18%
NC(=S)Cc1ccc(Cl)cc1Cl	-7%	-20%	-5%	-13	-1%	-5%	-1%	-2%	2%[58.9 µM]
CCOC(=O)c1c(NC(=O)CCNCc2ccco2)sc2c1CCC2	-3%	-22%	-5%	-13	6%	2%	-4%	0%	24%
COC(=O)C(C)c1ccc(C(=O)c2cccs2)cc1 (stereo not given)	7%	·	1%	·	0%	-7%[60.1 µM]	1%	·	·
c1ccc(-c2nc(NC3CC3)nc(-n3ccnc3)n2)cc1	-9%	-10%	-8%	-3	0%	-9%	-4%	7%	23%
CC1Cc2ccccc2N1C(=O)CN1CCC(n2nnc3cc(C(F)(F)F)ccc32)CC1 (stereo not given)	?	-19%	-3%	-2	-14%	-17%	-8%	-1%	2%
COc1ccc(N2C(=O)C3C4c5ccccc5C(C=Nc5ccc(C)cc5C)(c5ccccc54)C3C2=O)cc1 (stereo not given)	·	2%	-7%	0	·	-4%	·	·	-1%
COC(=O)c1ccccc1NC(=O)c1cc(CN2CCOCC2)on1	-1%	-13%	-3%	-4	-4%	8%	·	10%	25%
CSc1nsc(SC)c1NC(=O)N1CCCC1	-7%	-10%	1%	-8	1%	-5%	-3%	18%	12%
CC1CC(=O)Nc2ccc([N+](=O)[O-])cc2N1C (stereo not given)	14%	-6%	-3%	-8	7%	0%	17%	17%	7%
Cc1ccc(Cn2c(=O)n(CCc3ccccc3)c(=O)c3sc4ccccc4c32)cc1	-2%	-3%	2%	1	-4%	-10%	·	38%	13%
COc1ccc(C2C(C(=O)N3CC(C)CC(C)C3)c3ccccc3C(=O)N2C)cc1 (stereo not given)	-14%	-7%	4%	-12	-3%	-7%	12%	39%	7%
O=C(CSc1nncs1)Nc1nccs1	·	-5%	0%	-11	·	-4%	14%	·	12%
Cc1c(C(=O)OCC(=O)Nc2cccc(S(N)(=O)=O)c2)oc2c1ccc1ccccc12	-7%	-6%	0%	-1	-10%	-2%	0%	-14%	20%
Cc1cccc(-n2ncc3c(N4CCCCCC4)ncnc32)c1	-4%	-16%	-9%	2	-1%	-6%[60.1 µM]	·	-21%	21%
O=C(Nc1c(C(=O)Nc2ccc(F)cc2)oc2ccccc12)c1cc2ccccc2o1	-4%	-20%	5%	-4	-9%	-8%	·	29%	39%[activator]
COCCN(C(=O)CCSc1ccc(F)cc1)c1c(N)n(Cc2ccccc2)c(=O)[nH]c1=O	·	-10%	-2%	-8	·	-10%	32%	·	14%
CC1=C(/C=C/C(C)=C/C=C/C(C)=C/CO)C(C)(C)CCC1	·	-9%	-4%&-3%&-2%&-4%&-5%	4	0%&-5%&2%	8%	-4%&10%&7%&-1%	·	?
O=C(O)c1ccc(-n2nnnc2SCc2ccccc2)cc1	-9%	-16%	-1%	0	0%	-23%	25%	4%	?
Cc1ccnc(Sc2ncccc2[N+](=O)[O-])n1	-10%	7%	-3%	1	1%	-1%	2%	3%	8%
CC(=O)c1cn(CC(=O)NCc2ccco2)c2ccccc12	-5%	-11%	0%	-8	-2%	1%	-1%	7%	3%
CCOc1ccc(C2c3[nH]c4ccccc4c3CCN2Cc2cn(CC)nc2C)cc1 (stereo not given)	2%	-4%	-3%	-3	-9%	2%[60.1 µM]	-2%	-2%	5%
CCOC(=O)c1c(S(=O)(=O)NCCc2cccs2)c(C)n(C)c1C	-6%	8%	-6%	-3	-1%	2%	-2%	23%	6%
Cc1cccc(C(=O)C2CCN(S(=O)(=O)c3cccc(C(=O)O)c3)CC2)c1	22%	-8%	0%	-5	-3%	-8%	-8%	-1%	116%[activator]
Cc1cc2ncn(-c3ncnc4sc5c(c34)CCC(C)C5)c2cc1C (stereo not given)	?	-17%	-3%	-3	1%	-13%	-3%	10%	7%
NC(=O)c1cnn2c(C(F)(F)F)cc(-c3ccccc3)nc12	28%	-7%	0%	3	-5%	3%	2%	-1%	-7%
CCSc1nnc(NC(=O)CSc2nccn2-c2cccc(C)c2)s1	?	-22%	2%	0	-2%	-11%	0%	14%	4%
CCC1CCCCN1CCCNC(=O)C1CCN(S(=O)(=O)N2CCCCC2)CC1 (stereo not given)	-10%	-10%	-1%	-5	0%	-2%[60.1 µM]	1%	27%	17%
COc1ccc(S(=O)(=O)N2CCOCC2)cc1C(=O)NCc1c(C)nn(Cc2ccccc2)c1C	·	-24%	-2%	-2	·	-14%	·	·	1%
CC[C@]12c3[nH]c4ccc(Cl)cc4c3CCN1C(=O)[C@@H](CC(=O)NCCCOC)C[C@@H]2C(=O)N1CCN(C(=O)c2ccco2)CC1	·	2%	0%	-6	·	-8%	-20%	·	9%

In another format: entries from further up
Order of values – Anesthetic bind | POLH inh | GRP78 ERSR act | LDHA inh | BLM helicase inh | Pol kappa inh | APE1 inh | POLB inh | POLI inh
- O=C(O)c1ccc(-n2nnnc2SCc2ccccc2)cc1
    -9% | -16% | -1% | 0 | 0% | -23% | 25% | 4% | ?
- Cc1ccnc(Sc2ncccc2[N+](=O)[O-])n1
    -10% | 7% | -3% | 1 | 1% | -1% | 2% | 3% | 8%
- CC(=O)c1cn(CC(=O)NCc2ccco2)c2ccccc12
    -5% | -11% | 0% | -8 | -2% | 1% | -1% | 7% | 3%
- CCOc1ccc(C2c3[nH]c4ccccc4c3CCN2Cc2cn(CC)nc2C)cc1 (stereo not given)
    2% | -4% | -3% | -3 | -9% | 2%[60.1 µM] | -2% | -2% | 5%
- CCOC(=O)c1c(S(=O)(=O)NCCc2cccs2)c(C)n(C)c1C
    -6% | 8% | -6% | -3 | -1% | 2% | -2% | 23% | 6%
- Cc1cccc(C(=O)C2CCN(S(=O)(=O)c3cccc(C(=O)O)c3)CC2)c1
    22% | -8% | 0% | -5 | -3% | -8% | -8% | -1% | 116%[activator]
- Cc1cc2ncn(-c3ncnc4sc5c(c34)CCC(C)C5)c2cc1C (stereo not given)
    ? | -17% | -3% | -3 | 1% | -13% | -3% | 10% | 7%
- NC(=O)c1cnn2c(C(F)(F)F)cc(-c3ccccc3)nc12
    28% | -7% | 0% | 3 | -5% | 3% | 2% | -1% | -7%

The list continues:
smiles	Anesthetic bind	POLH inh	GRP78 ERSR act	LDHA inh	BLM helicase inh	Pol kappa inh	APE1 inh	POLB inh	POLI inh
Cc1ccc(C)c(NC(=O)CN(C)C(=O)COc2ccc3ccccc3c2)c1	·	-7%	-4%	-3	·	-13%	-5%	·	83%[activator]
CCOC(=O)c1sc(NC(=O)CSc2n[nH]c(CC(C)C)n2)nc1C	-9%	-12%	-3%	2	3%	-6%	-2%	3%	-15%
CCN(C(=O)CSc1nnc(CNc2cccc(OC)c2)n1C1CCCCC1)C1CCS(=O)(=O)C1 (stereo not given)	-7%	-16%	-2%	-3	0%	-16%	61%[activator]	4%	15%
Cc1nn(C(C)C)c(C)c1CN1CCCC(C(=O)c2cccc(OC(C)C)c2)C1 (stereo not given)	-15%	5%	-2%	0	-2%	-10%	-2%	26%	-26%
COc1ccc(CNC(=O)Cc2c[nH]c3ccccc23)cc1OC	-14%	-12%	4%	-3	1%	7%	9%	111%	25%
COCc1cc(CN2CCCC(CNC(=O)c3ccc(F)cc3)C2)ccc1OC (stereo not given)	-6%	-21%	-3%	-4	2%	-4%	-13%	0%	17%
CCOC(=O)C1CCCN(C(=O)Cn2ncc3c(=O)oc4ccc(C)cc4c32)C1 (stereo not given)	·	-4%	-4%	-15	·	-11%	·	·	-6%
CN(C(=O)c1cccc(S(=O)(=O)NCc2ccccc2)c1)C1CCCCC1	·	-2%	-5%	-8	·	2%	14%	·	55%[activator]
O=C(NCCCNC(=O)c1cnccn1)c1ccc(Br)cc1	-10%	3%	-1%	-4	-3%	-11%	2%	38%	-22%
Cc1cc(NC(=O)CSCC(=O)N(c2cccc(Cl)c2)C(C(=O)NC2CCCCC2)c2ccc(O)c(O)c2)no1 (stereo not given)	1%	-16%	-2%	5	-4%	-7%	6%	9%	-17%
CCOC(=O)CCc1cnccc1-c1cccc(OC)c1O	·	-6%	-2%	-2	·	8%	·	·	33%
O=C(O)c1ccc(NC2CC(=O)N(Cc3ccccc3)C2=O)cc1 (stereo not given)	-3%	-19%	-2%	-6	1%	-16%	0%	14%	23%
CCc1ccc2[nH]c(=O)c(Cc3ccccc3)c(O)c2c1	-3%	-8%	0%	-8	-4%	-16%	35%	2%	10%
CCN(C(=O)COC(=O)c1nc2nc(C)cc(C)n2n1)C1CCS(=O)(=O)C1 (stereo not given)	-2%	-2%	-3%	0&11	-1%	0%	-2%	48%	-12%
O=c1cc(N2CCN(c3ccccc3)CC2)[nH]c(=O)n1-c1ccccc1	-3%	-8%	-4%	2	-1%	9%	6%	10%	34%[activator]
CCC(C)[C@H](NC(=O)Nc1ccccc1F)C(=O)O (stereo not given in full)	-3%	-4%	-2%	-2	-8%	2%	0%	4%	-19%

Screening results as filed in PubChem.
